ELG1 genotox – induces genotoxicity in HEK293T cells with luciferase-tagged ELG1; hit rate 1.3% among 330,000; HEK293T ELG1-luciferase reporter, luminescence, 16 h; Potency, µM (doses to about 46 µM), for inactives: at the highest dose activity change, positive = activation, usual class: activators; also: potency is read from the fitted curve at half-maximal effect; % of control where 0% means no effect; nearly all actives have a fitted effect of over 60% in size
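After overnight (16 hr) compound treatment at 37 °C, ELG1-luciferase HEK293T cells were lysed with ONE-Glo; luminescence quantified 30 min later at room temperature.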
BRCA1 expr up – BRCA1 expression activation. MCF7-BRCA1-FFLuc reporter, luminescence, 48 h; response scale: scaled: vehicle 0%, 10 µM genistein 100%. Potency, µM (highest dose often 46.1 µM), without a hit: at the highest dose activation, usual class: activators. hit rate 1.1% among 380,000; also: potency is read from the fitted curve at half-maximal effect; nearly all actives have a fitted effect of over 80% in size; some results filed as inactive show a strong effect at the top dose
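Luminescence from a BRCA1-driven firefly luciferase in MCF7 cells was the read-out, taken 15 min after substrate addition following 48 h compound exposure at 37 °C. Data were normalized to a 10 microM genistein control and DMSO vehicle.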
Eya2 inh – blocks the phosphatase activity of human Eya2; O00167; recombinant Eya2, OMFP fluorescence dephosphorylation (OMFP is methylfluorescein phosphate); Potency, µM (highest dose often 76.9 µM), for inactives: at the top dose activity, negative = inhibition, most hits filed as inhibitors; hit rate 0.006% among 330,000; AID 488837; also: potency is read from the fitted curve at half-maximal effect; % is scaled to controls: 0 for no effect and ±100 for the full control effect
Target sequence (O00167 whole entry, looked up): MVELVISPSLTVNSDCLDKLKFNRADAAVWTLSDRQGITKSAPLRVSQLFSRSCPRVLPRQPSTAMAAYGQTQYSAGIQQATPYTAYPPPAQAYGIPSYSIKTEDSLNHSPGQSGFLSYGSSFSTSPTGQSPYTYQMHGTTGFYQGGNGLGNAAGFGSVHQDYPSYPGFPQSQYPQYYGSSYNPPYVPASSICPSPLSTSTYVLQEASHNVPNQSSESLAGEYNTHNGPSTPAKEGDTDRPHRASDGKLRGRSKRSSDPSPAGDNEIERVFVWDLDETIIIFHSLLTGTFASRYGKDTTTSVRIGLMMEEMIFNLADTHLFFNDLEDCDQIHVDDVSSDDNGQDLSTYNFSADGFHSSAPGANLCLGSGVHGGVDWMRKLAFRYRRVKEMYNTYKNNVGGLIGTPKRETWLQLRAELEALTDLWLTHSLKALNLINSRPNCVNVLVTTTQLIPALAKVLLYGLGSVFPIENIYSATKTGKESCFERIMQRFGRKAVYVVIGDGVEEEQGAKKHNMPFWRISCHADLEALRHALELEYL
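Eya2 protein (added as 0.2 uM solution) was preincubated with compound for 10 min at ambient temperature in 50 mM HEPES pH 7.5, 50 mM NaCl, 5 uM MgCl2, 0.05% BSA, 1 mM DTT. OMFP (added at 50 uM) then reacted 10 min; fluorescence read at 485/525 nm.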
B2AR arrestin – recruits beta-arrestin to the human beta2-adrenergic receptor; P07550; beta-arrestin recruitment to beta2AR, cell-based reporter; Potency, µM (top dose mostly 46.1 µM), inactives show at the highest dose activation, hits mostly activators; hit rate 0.02% among 330,000; AID 492947;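 also: potency is read from the fitted curve at half-maximal effect; 0% = DMSO controls and full agonism = EC100 isoproterenol or metaproterenol; nearly all actives have a fitted effect of over 65% in size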
p53 reactivation – restores transcriptional activity of mutant p53; hit rate 0.063% among 320,000; Potency, µM (series often up to 92.2 µM), inactives show top-dose activity change, positive = activation, most hits filed as activators; H1299 p53-A138V BP100-luciferase reporter, luminescence, 24 h; AID 504706; also: potency is read from the fitted curve at half-maximal effect; % of control where 0% means no effect; nearly all actives have a fitted effect of over 45% in size
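H1299 (p53-null), stable ts p53-A138V + BP100-Luc; 1000 cells/well, Opti-MEM/10% FBS; cpd 4 pt, 1:5; 24 h, 37 deg C, 5% CO2; detection reagent 10 min RT; luminescence.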
S-ASM inh – human S-ASM enzyme inhibition; P17405; placental ASM, HMU-PC fluorogenic substrate, 60 min; Potency, µM (top dose mostly 57.5 µM), without a hit: top-dose activity change, negative = inhibition, usual class: inhibitors; hit rate 0.006% among 340,000; AID 504937; also: potency is read from the fitted curve at half-maximal effect
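Fluorescence read-out (Ex 386 nm, Em 447 nm) after stopping the reaction at pH 10. Enzyme: ASM from human placenta; substrate HMU-PC0, 9 uM final; 60 min, 37 °C. Compound preincubation 10 min, ambient temperature.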
Integrin act MD – activates integrin-mediated alleviation for muscular dystrophy; alpha7betagal myoblasts, beta-gal FDG fluorescence, 48 h; Potency, µM (top dose mostly 38.3 µM), inactives show top-dose activation, most hits filed as activators; hit rate 0.064% among 350,000; AID 624291;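 also: potency is read from the fitted curve at half-maximal effect; 100% = response of the positive control SU9516; nearly all actives have a fitted effect of over 60% in size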
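alpha7betagal+/- myoblasts (passage 13, 250/well) treated 48 h at 37C with compounds at 1:260 dilution of DMSO stock. Lysed, then beta-galactosidase activity read as FDG fluorescence (ex 480/em 540) after 30 min, with pre-read for autofluorescence.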
uPA generation – cell surface uPA generation inhibition. cell surface uPA generation assay, qHTS. Potency, µM (doses to about 38.3 µM), inactives show at the highest dose activity change, negative = inhibition, most hits filed as inhibitors. hit rate 0.31% among 330,000; active = well fitted inhibition curve with a large enough effect; inconclusive = small, poorly fitted or top-dose-only effect; inactive = no such curve, though single readings can be large or run the other way; tested in mouse RAW 264.7 cells; also: potency is read from the fitted curve at half-maximal effect; % is scaled to controls: 0 for no effect and ±100 for the full control effect; nearly all actives have a fitted effect of over 55% in size
TRPV1 agonist – agonists of human vanilloid receptor 1 (TRPV1); Q8NER1; TRPV1-expressing cells, Fluo-8 calcium influx, agonist mode; hit rate 0.19% among 320,000; activation, % at 8.33 µM; in the data active = activation above about 80%; inconclusive = between about 30% and that limit; also: 0% is about no effect
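Cells expressing TRPV1 were dye-loaded with Fluo-8 and read kinetically: 10 s baseline, 3 min after compound (agonist portion), then 2 min after EC20 capsaicin (allosteric enhancer portion). Calcium-bound dye fluorescence at 480/520 nm.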
TSG101-PTAP inh – blocks PTAP/TSG101 interaction to inhibit HIV-1 budding; Q99816; Fluorescence polarization, FITC-PTAP peptide / Tsg101 binding; Potency, µM (top dose mostly 115 µM), without a hit: at the top dose activity change, negative = inhibition, usual class: inhibitors; 340,000 tested, under 10 active; AID 493005; active = well fitted inhibition curve with a large enough effect in the main read-out, with a control signal flat, not every such curve was filed as active; inconclusive = small, poorly fitted or top-dose-only effect, or effect the other way, or a change in a side signal; inactive = no such curve, though single readings can be large or run the other way; also: potency is read from the fitted curve at half-maximal effect; % of control where 0% means no effect
Target sequence (Q99816 whole entry, looked up): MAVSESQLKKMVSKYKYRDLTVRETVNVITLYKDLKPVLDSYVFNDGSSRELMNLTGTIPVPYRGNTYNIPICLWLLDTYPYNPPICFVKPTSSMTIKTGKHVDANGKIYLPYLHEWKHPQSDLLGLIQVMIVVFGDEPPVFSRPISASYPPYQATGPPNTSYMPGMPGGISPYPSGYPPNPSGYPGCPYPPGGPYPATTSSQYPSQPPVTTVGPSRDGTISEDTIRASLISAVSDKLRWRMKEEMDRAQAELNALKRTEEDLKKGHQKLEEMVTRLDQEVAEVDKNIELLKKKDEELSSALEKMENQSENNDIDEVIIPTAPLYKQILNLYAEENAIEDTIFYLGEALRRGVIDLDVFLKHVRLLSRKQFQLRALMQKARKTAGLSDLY
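Compounds were pin-transferred onto Tsg101 binding domain (10 uM final) in HEPES pH 7.5 buffer, then FITC-PTAP peptide was added at 50 nM final. After 20 min at RT, polarization reported peptide displacement across a qHTS concentration series.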
USP2a block – blocks human ubiquitin-specific protease USP2a; hit rate 0.01% among 330,000; O75604; USP2 core, Ub-CHOP2 coupled fluorogenic reporter, 485/531; Potency, µM (top dose mostly 38.3 µM), for the others: top-dose activity change, negative = inhibition, usual class: inhibitors;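 also: potency is read from the fitted curve at half-maximal effect; plate controls were DMSO wells for no effect and full inhibition by NEM control for full effect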
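Deubiquitinase activity read as fluorescence (485/531 nm) after Ub-CHOP2 cleavage activates the enterokinase reporter on its substrate; USP2 core 10nM, Ub-CHOP2 and substrate 25nM each, 30min compound preincubation then 60min RT; data normalized to NEM, curves fitted.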
Numbers without * were called inactive; ? = inconclusive; / = no result given; [ ] = remark or other dose. Unless noted, calls follow the shape of the dose curve; as a rule, active = well fitted curve in the direction sought with a large enough effect; inconclusive = small, poorly fitted or top-dose-only effect, or another doubt; inactive = no such curve, though single readings can be large; an effect the other way counts as inactive or inconclusive. Rows were taken by chance (roughly 2.6% active in at least one column).

SMILES	ELG1 genotox	BRCA1 expr up	Eya2 inh	B2AR arrestin	p53 reactivation	S-ASM inh	Integrin act MD	uPA generation	TRPV1 agonist	TSG101-PTAP inh	USP2a block
O=C(O)CSc1nnc(Cc2ccccc2)n1-c1ccccc1	-0.1%	-2.4%	5.0%	-0.2%	3.7%	4.0%	?	-6.1%	-1.1	-7.3%	0.3%
O=C(COC(=O)c1ccc(S(=O)(=O)NCc2ccco2)cc1)Nc1ccc(OC(F)F)cc1	-1.0%	-33.8%	-17.0%	-0.2%	9.3%	-3.2%	0.0%	0.8%	-3.3	-3.6%	2.1%
O=C(O)c1ccc2nc(-c3ccccc3)c(-c3ccccc3)nc2c1	?	0.5%	-5.7%	-1.2%	?	65.6%[activator]	-20.3%	-3.5%	-0.5	-4.8%	-0.2%
COc1cc(C2OCC3C(c4ccc(OC5OC(CO)C(O)C(O)C5O)c(OC)c4)OCC23)ccc1O (centres undefined)	14.1%	0.3%	1.4%	-0.9%	-1.3%	-0.6%	-2.9%	-5.7%	-3.1	0.1%	-3.2%
CN1C(C(=O)NCc2cccs2)=CC(c2ccc(F)cc2)=NS1(=O)=O	0.8%	-12.0%	5.8%	-0.9%	-5.4%	-2.4%	-26.8%	-0.3%	?	3.5%	0.3%
CCC(C)N(C(=O)CSc1nncn1C)C1CCS(=O)(=O)C1 (centres undefined)	2.2%	-18.5%	3.0%	0.4%	-1.5%	-2.8%	?	2.0%	/	-0.9%	0.8%
Cc1ccc(C(=O)Nc2c(-c3cccs3)nc3cc(C)ccn23)cc1	3.3%	6.7%	-29.1%	-0.1%	-2.8%	-10.5%	-24.2%[7.66 µM]	/	?	-4.3%	-0.2%
CCOc1ccc(C(C)=O)cc1COC(=O)c1ccc2c(c1)NC(=O)CS2	-6.5%	-47.8%	18.5%	?	-21.8%	-15.0%	45.0%	?	5.4	-5.5%	-2.7%
Cc1ccsc1-c1nc(CN2CCN(C)C(=O)[C@@H]2C)c(C)o1	-0.1%	-16.6%	21.5%	0.3%	-1.5%	4.7%	13.7%	2.7%	3.1	-2.6%	-0.4%
C=CCN(C(=O)c1ccccc1)c1ccc(OC)cc1	-2.4%	-47.4%	24.8%	0.0%	6.4%	-2.1%	2.2%	-7.5%	4.0	-1.1%	1.1%
O=C(CCC(=O)c1cccs1)OCC(=O)c1ccc(Cl)s1	5.1%	5.6%	-8.1%	-0.5%	1.4%	-0.9%	-1.1%	2.1%	5.4	1.8%	2.1%
CCn1c(SCC(=O)NC2CCCC2)nnc1C(C)NC(=O)c1ccccc1F (centres undefined)	-1.4%	-6.9%	16.6%	0.0%	4.3%	1.7%	16.2%	-0.7%	1.0	0.9%	-1.4%
O=C(NCc1cccnc1)/C(=C\c1ccc(-c2ccc(Cl)c(Cl)c2)o1)S(=O)(=O)c1ccccc1	-19.6%	-91.2%	-11.4%	-0.7%	-28.8%	32.3%	-61.9%[inhibitor]	10µM*	-4.8	-3.8%	-3.0%
CN(Cc1ccccc1)c1nnc(N)s1	0.2%	4.8%	5.2%	-1.8%	2.5%	3.3%	-9.1%	-7.2%	0.7	-3.9%	6.2%
CCOc1cc(/C=N/NC(=O)C2CCCC2)ccc1O	2.1%	17.4%	3.4%	-0.8%	-3.7%	45.5%[activator]	-18.3%	2.6%	-10.0	-4.4%	0.4%
COc1ccc(OCC(=O)Nc2c3c(nn2C(C)(C)C)CSC3)cc1	-14.2%	11.9%	10.6%	-0.1%	1.0%	2.4%	18.2%	2.8%	26.1	1.6%	-0.5%
COc1c(C)cc(C(=O)C2CCCN(Cc3ccc(Oc4ncccn4)cc3)C2)cc1C (centres undefined)	-6.7%	-14.0%	7.5%	-0.6%	-5.0%	3.8%	0.0%	-4.5%	24.4	-8.2%	-5.5%
COCCCNC(=O)Nc1ccc(Br)cc1Cl	?	81.3%	-7.2%	-0.3%	?	-2.6%	-21.1%	-10.8%	26.6	/	0.8%
CC(C)Cc1nnc(NC(=O)CCC(=O)NCCc2ccccc2)s1	-0.2%	7.6%	11.1%	0.3%	10.6%	-0.7%	-2.7%	-8.1%	0.0	-5.6%	0.6%
COc1ccc(OC)c(CCNC(=O)CCCC(=O)n2ncc3cc(C)ccc32)c1	2.8%	94.0%	0.4%	0.5%	/	2.2%	8.2%	-2.0%	-0.4	-5.6%	1.9%
CCN(CC)CCOc1cccc(C(C)C)c1	-7.1%	14.6%	3.0%	-0.4%	-13.1%	-0.2%	-21.6%	2.2%	-0.3	0.6%	1.4%
Cc1cccc(NC(=O)CN2CCCCCC2)c1	1.8%	4.7%	3.1%	-0.5%	10.0%	3.0%	0.0%	2.3%	0.7	-0.3%	0.6%
COC(=O)c1ccc(NC(=O)CN2CCN(S(=O)(=O)c3cc(Cl)ccc3OC)CC2)cc1	4.8%	-14.0%	-12.0%	0.4%	-20.0%	-7.5%	-36.0%	-7.9%	-0.4	-0.9%	2.3%
CCN(CC(=O)NC1CCCCC1)S(=O)(=O)c1ccc(Cl)cc1	-2.8%	-2.5%	-2.8%	-1.0%	-4.0%	3.4%	24.0%	-1.0%	25.7	-4.7%	1.3%
COc1ccc(-c2c(C)n([O-])c3c([n+]2=O)CCCC3)cc1OC	-0.2%	/	1.7%	-0.3%	4.6%	/	/	/	-0.9	/	4.0%
SMILES	ELG1 genotox	BRCA1 expr up	Eya2 inh	B2AR arrestin	p53 reactivation	S-ASM inh	Integrin act MD	uPA generation	TRPV1 agonist	TSG101-PTAP inh	USP2a block
Cc1ccccc1NS(=O)(=O)c1ccc(OCC(=O)N2CCCCC2)cc1	-8.6%	12.7%	-4.1%	-0.1%	-3.8%	1.8%	40.8%	/	4.7	3.6%	5.3%
COc1ccc(C(=O)Nc2cccnc2)cc1OC	0.4%	-10.7%	3.6%	-0.2%	17.9%	2.2%	5.1%	-7.0%	1.7	-3.1%	-0.6%
COCCN(C(=O)c1ccc(-c2ccc([N+](=O)[O-])cc2)o1)c1c(N)n(CC(C)C)c(=O)[nH]c1=O	0.6%	-8.6%	6.5%	0.4%	-3.5%	-7.2%	-15.3%	-8.1%	-4.0	-0.3%	0.7%
CC(C)(C)c1ccc(CN2C(=O)CSC2=O)cc1	1.9%	1.7%	-1.9%	-0.1%	6.9%	-6.0%	-2.4%	0.9%	23.8	-9.9%	1.7%
COC(=O)c1ccc(CSc2nc3ccccc3o2)cc1	?	30.7%	10.3%	0.0%	?	-8.9%	24.5%	0.8%	3.7	-5.1%	4.6%
O=C1CC(c2ccc(Cl)cc2)n2nc(NS(=O)(=O)c3ccc(F)cc3)nc2N1 (centres undefined)	-2.7%	0.0%	18.5%	-0.6%	-8.3%	10.5%	-7.6%	-3.9%	-2.7	-4.8%	-1.1%
CCOC(=O)c1c(C)[nH]c(C(=O)OCc2csc(CC(=O)Nc3ccccc3C)n2)c1C	2.2%	-1.9%	-4.9%	0.3%	3.4%	2.2%	-3.9%	3.2%	-1.0	0.4%	-0.8%

In another format: results already given.
molecule,ELG1 genotox,BRCA1 expr up,Eya2 inh,B2AR arrestin,p53 reactivation,S-ASM inh,Integrin act MD,uPA generation,TRPV1 agonist,TSG101-PTAP inh,USP2a block
CC(C)(C)c1ccc(CN2C(=O)CSC2=O)cc1,1.9%,1.7%,-1.9%,-0.1%,6.9%,-6.0%,-2.4%,0.9%,23.8,-9.9%,1.7%
COC(=O)c1ccc(CSc2nc3ccccc3o2)cc1,?,30.7%,10.3%,0.0%,?,-8.9%,24.5%,0.8%,3.7,-5.1%,4.6%
O=C1CC(c2ccc(Cl)cc2)n2nc(NS(=O)(=O)c3ccc(F)cc3)nc2N1 (centres undefined),-2.7%,0.0%,18.5%,-0.6%,-8.3%,10.5%,-7.6%,-3.9%,-2.7,-4.8%,-1.1%
CCOC(=O)c1c(C)[nH]c(C(=O)OCc2csc(CC(=O)Nc3ccccc3C)n2)c1C,2.2%,-1.9%,-4.9%,0.3%,3.4%,2.2%,-3.9%,3.2%,-1.0,0.4%,-0.8%
